# PP1 counter: PP1-alpha phosphatase inhibitors, primary screen, counter-screen for PP5 inhibitor project, biochemical, fluorescence, OMFP substrate, single point. Serine/threonine-protein phosphatase PP1-alpha catalytic subunit (Homo sapiens), P62136. purified PP1alpha. inhibition, % at 6.7 µM. actives 0.9% (n = 320,000). AID 2235, 2010;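 active = inhibition above the mean inhibition of all tested compounds plus 3 SD, computed separately for each screening campaign, cut at about 15% in these data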
# CTSL1 counter: Fasciola hepatica cathepsin L1 inhibitors, primary screen, counter-screen for PFM18AAP inhibitor project, biochemical, QFRET, fluorogenic peptide substrate; AID 1906, 2009; inhibition, % at 5.96 µM; recombinant F. hepatica cathepsin L1, Z-Leu-Arg-MCA fluorescence; actives 0.49% (n = 300,000);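 active = inhibition above the mean of all tested compounds plus 3 SD, set per screening campaign, cut at about 17% in these data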;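 also: 0% = plate median of test compound wells and 100% = 1 µM Z-Phe-Ala-diazomethylketone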
# GASC-1 inh: inhibitors of GASC-1 histone demethylase, primary screen, biochemical, fluorescence, DELFIA europium; actives 0.069% (n = 330,000); inhibition, % at 2.35 µM; Lysine-specific demethylase 4C (Homo sapiens), Q9H3R0; GST-JMJD2C(1-420) H3K9me3 demethylation; AID 2099, 2009;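 active = more than half of a compound's replicate wells show inhibition beyond 50%, single wells judged on their own value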;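 also: signal counts dimethyl H3K9 product captured on neutravidin plate; 0% = median of DMSO wells and 100% = 0.3 times that DMSO median; strong numbers were not always called active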
# Target sequence (Q9H3R0 1-420 limits assumed): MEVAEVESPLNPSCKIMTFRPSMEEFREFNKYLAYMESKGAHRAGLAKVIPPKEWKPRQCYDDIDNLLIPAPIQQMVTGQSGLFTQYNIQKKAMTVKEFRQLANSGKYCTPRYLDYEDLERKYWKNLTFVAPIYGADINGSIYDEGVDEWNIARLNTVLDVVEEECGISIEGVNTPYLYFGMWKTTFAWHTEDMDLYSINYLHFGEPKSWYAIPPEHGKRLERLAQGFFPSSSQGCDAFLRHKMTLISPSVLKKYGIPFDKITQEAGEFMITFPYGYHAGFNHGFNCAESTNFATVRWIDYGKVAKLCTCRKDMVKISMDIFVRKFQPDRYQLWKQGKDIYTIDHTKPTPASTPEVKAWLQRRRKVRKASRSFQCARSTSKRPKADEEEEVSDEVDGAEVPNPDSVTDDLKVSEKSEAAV
# ZTA DNA inh: counter-screen for EBNA-1 inhibitors: inhibitors of Epstein-Barr virus ZTA. ZTA-DNA binding, fluorescence polarization. P03206. inhibition, % at 11 µM. actives 0.15% (n = 320,000); in the data active = inhibition above about 33%
# CR mimetic SO: reduction of superoxide in aged yeast, primary screen, HTS | S. cerevisiae aged cells, superoxide DHE fluorescence; active compounds read low | superoxide response (% of plate mean), % at 10 µM | actives 0.18% (n = 330,000) | AID 2690, 2010;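 active = superoxide response under a set limit, about three screen SD below normal, cut at about 65% in these data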;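 also: yeast aged for seven days with compound at 30 °C before DHE staining; 100% = average MFI of all compound-treated wells on the plate with controls excluded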
# HCV core dimer: inhibitors of HCV core protein dimerization, primary screen, biochemical, TR-FRET, high-throughput; actives 0.33% (n = 300,000); inhibition, % at 5 µM; TR-FRET GST/Flag-core106 dimerization, 1536-well;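 active = inhibition above the mean of all tested compounds plus 3 SD, set per screening campaign, cut at about 45% in these data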
#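 Assay system: tagged HCV core106 pair (GST and Flag); medium: KF-containing HEPES buffer, pH 7.45, DTT, CHAPS, BSA; also added: Eu donor and XL665 acceptor anti-tag antibodies; dosing: 5 µM single dose; timing: compound-protein-antibody incubation 4 h at 22.5 °C; signal: TR-FRET 671 and 617 nm emission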
# PP5 primary: PP5 phosphatase inhibitors, primary screen, biochemical, fluorescence; purified PP5c, OMFP substrate fluorescence; inhibition, % at 6.7 µM; actives 0.18% (n = 320,000);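 active = inhibition above the campaign's mean inhibition across all tested compounds plus 3 SD, cut at about 9.5% in these data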;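 also: 0% = DMSO only and 100% = 100 µM cantharidin control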
# Target sequence (P53041 whole entry, looked up): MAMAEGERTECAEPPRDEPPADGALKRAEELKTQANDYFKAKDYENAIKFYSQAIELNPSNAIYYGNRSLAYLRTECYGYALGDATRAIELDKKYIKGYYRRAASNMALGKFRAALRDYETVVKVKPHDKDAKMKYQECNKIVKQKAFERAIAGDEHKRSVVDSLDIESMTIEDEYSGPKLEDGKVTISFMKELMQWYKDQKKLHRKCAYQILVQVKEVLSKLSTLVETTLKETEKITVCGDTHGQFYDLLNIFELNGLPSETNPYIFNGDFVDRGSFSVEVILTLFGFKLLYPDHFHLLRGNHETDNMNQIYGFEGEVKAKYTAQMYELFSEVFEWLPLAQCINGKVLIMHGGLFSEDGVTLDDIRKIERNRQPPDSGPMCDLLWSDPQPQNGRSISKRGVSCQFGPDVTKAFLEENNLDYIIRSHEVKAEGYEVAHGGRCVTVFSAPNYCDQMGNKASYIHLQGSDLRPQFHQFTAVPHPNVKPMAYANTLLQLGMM
# EBNA-1 inhibitor: EBNA-1 DNA-binding inhibitors, primary screen, biochemical, fluorescence polarization. actives 0.34% (n = 300,000). inhibition, % at 14.8 µM; in the data active = inhibition above about 28%
# TPT1 inhibitor: Candida albicans TPT1 enzyme inhibitors, primary screen, biochemical, fluorescence polarization | tRNA 2'-phosphotransferase TPT1 (Candida albicans SC5314) | recombinant caTPT1, FP RNA substrate dephosphorylation | inhibition, % at 5 µM | actives 0.81% (n = 300,000);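 active = inhibition above the mean of all tested compounds plus 3 SD, set per screening campaign, cut at about 24% in these data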;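 also: plate controls were DMSO alone for no effect and ferristatin control at 100 nM for full effect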
# Active calls of the source: *; · = not tested or not shown; & = joins results of further samples.
[1] CCCC(C)NC(=O)c1c2c(nc3ccccc13)CCC2 (stereo not drawn)
[2] COc1ccc(CCNc2nc(-c3ccccn3)cs2)cc1OC
[3] CCOC(=O)C1CCCN(Cc2ccccc2F)C1 (stereo not drawn)
[4] Cc1cc(C)nc(N/N=C/c2ccccc2OCc2ccccc2)n1
[5] COc1ccc(C(=O)NCCc2nnc(SCC(=O)Nc3ccccc3C(C)C)n2C)cc1
[6] CC(=O)Nc1ccc(NCN2C(=O)C3C4CCC(C4)C3C2=O)cc1 (stereo not drawn)
Compound	1	2	3	4	5	6
CTSL1 counter	0	0	-1	-1	-3	-4
TPT1 inhibitor	1	-1	2	-2	2	-3
GASC-1 inh	8	9	4	3	2	-4
CR mimetic SO	101	89	98	93	97	97
PP5 primary	-1.2	3.2	4.0	1.5	2.5	1.8
PP1 counter	-1	47*	-4	5	-4	3
HCV core dimer	45	-3	-4	1	-3	-3
EBNA-1 inhibitor	0	8	1	0	-6	4
ZTA DNA inh	-8	-5	8	-9	-9	-13

[7] Cc1cccc(N(C(=O)c2snc(C(N)=O)c2N)C(C(=O)NCC2CCCO2)c2cccs2)c1 (stereo not drawn)
[8] O=c1nc(Nc2ccc([N+](=O)[O-])cc2)[nH]c(=O)[nH]1
[9] COc1cccc(NC(=O)NC2CCCCCCC2)c1
[10] CC(c1ccon1)N(C)Cc1cn(C)nc1-c1cccc(Cl)c1 (stereo not drawn)
[11] N#CC(C(=O)NC1CC1)c1nc2ccccc2nc1N1CCN(C/C=C/c2ccccc2)CC1 (stereo not drawn)
[12] CCn1c(=O)n(CC)c2cc(N3CCCC3)c(NC(=O)c3ccc(C)c([N+](=O)[O-])c3)cc21
Compound	7	8	9	10	11	12
CTSL1 counter	10	-1	2	-1	-1	-5
TPT1 inhibitor	-2	-5	0	-2	4	-1
GASC-1 inh	69	-2	1	-10	-15&-168	-28
CR mimetic SO	88	99	101	81	82	92
PP5 primary	1.2	-0.7	3.6	5.5	0.6	1.0
PP1 counter	-3	2	0	3	-3	-2
HCV core dimer	12	-4	-13	-3	1	-7
EBNA-1 inhibitor	5	-20	4	-9	3	-1
ZTA DNA inh	19	-5	-20	-25	11	-16

[13] O=C(CCNS(=O)(=O)c1ccc(Br)cc1)NCCc1ccccc1
[14] Nc1c(Cl)cc(-c2[nH]c3cc(C(=O)NCCO)ccc3c(=O)c2O)cc1Cl
[15] Nc1nonc1-n1nnc(C(=O)N/N=C/c2ccco2)c1-c1ccccc1
[16] O=C(Nc1ccc(Cl)cc1)N1N=CCC1c1ccccc1 (stereo not drawn)
[17] O=S(=O)(NCC1CCCN(Cc2ccccc2)C1)c1cccc2cccnc12 (stereo not drawn)
[18] Cc1csc(NC(=O)CSc2[nH]c(=O)ncc2C)n1
Compound	13	14	15	16	17	18
CTSL1 counter	0	2	3	-4	-2	-2
TPT1 inhibitor	3	-48	-4	1	-1	-2
GASC-1 inh	20	8	-18	-7	5	-3
CR mimetic SO	95	87	79	101	105	82
PP5 primary	0.3	0.4	1.1	3.6	3.0	1.7
PP1 counter	1	0	3	-3	-1	-1
HCV core dimer	0	-18	-4	3	7	0
EBNA-1 inhibitor	-7	-2	7	-12	3	-2
ZTA DNA inh	4	0	6	-12	-6	-25

[19] Cc1ccc(N(C)S(=O)(=O)c2cc(-c3cnc(C4CC4)o3)ccc2C)cc1
[20] CCOc1ccc(-c2noc(CCC(=O)NC3CCCC3)n2)cc1OC
[21] COc1cc(C(=O)Nc2cc(C)cc(C)c2)c(-n2cnnn2)cc1OC
[22] O=C(COc1ccccc1)NC(=S)Nc1cccc([N+](=O)[O-])c1
[23] Cc1onc(-c2ccccc2Cl)c1C(=O)Nc1cccc2nsnc12
[24] CC(Sc1nnc(-c2ccco2)n1-c1ccccc1)C(=O)NCC1CCCO1 (stereo not drawn)
Compound	19	20	21	22	23	24
CTSL1 counter	0	-1	-1	-4	1	·
TPT1 inhibitor	1	-1	0	2	-5	·
GASC-1 inh	-4	7	-1	19	-6	-46
CR mimetic SO	112	103	95	109	119	84
PP5 primary	4.3	0.4	2.6	-0.7	4.1	-0.9
PP1 counter	-7	1	-1	-2	-4	1
HCV core dimer	-1	5	-3	-3	5	·
EBNA-1 inhibitor	-9	0	-7	1	-16	·
ZTA DNA inh	-10	7	-5	-11	-14	-1

[25] COc1ccc(NC(=O)CCc2nnc3ccc(N4CCN(c5cccc(OC)c5)CC4)nn23)cc1
[26] O=C(O)c1cccnc1SCc1ccc([N+](=O)[O-])cc1
[27] O=C(NC(Cc1ccccc1)C(=O)O)c1ccc(S(=O)(=O)N2CCCCC2)cc1 (stereo not drawn)
[28] COc1ccccc1NC(=O)CSc1nnc(-c2ccccn2)n1Cc1ccco1
[29] O=C(NNC(=O)c1ccccc1Cl)c1ccc2c(=O)n3c(nc2c1)CCC3
[30] O=C(Nc1ccc2c(c1)OCCO2)C1CCN(S(=O)(=O)c2ccc(Br)s2)CC1
Compound	25	26	27	28	29	30
CTSL1 counter	-2	-5	0	2	·	-5
TPT1 inhibitor	3	-1	20	-1	·	2
GASC-1 inh	6	-6	-1	7	-4	7
CR mimetic SO	111	148	99	89	110	112
PP5 primary	2.9	-2.7	1.7	3.7	0.7	3.4
PP1 counter	-2	-3	2	1	-1	-1
HCV core dimer	14	0	1	-1	·	9
EBNA-1 inhibitor	-8	7	-4	6	·	8
ZTA DNA inh	9	20	6	9	7	-3

[31] Cc1ccc(S(=O)(=O)N2CCC(=O)N(C(COCc3cccc(Cl)c3)C(C)C)CC2)cc1 (stereo not drawn)
[32] CC(C)c1ccc(NC(=O)COC(=O)CSc2nnc(N)s2)cc1
[33] Cc1ccc(S(=O)(=O)NC2CCCCCCC2)cc1
[34] CC(C)(O)C#Cc1ccc(CN2CCC(CO)(CCc3ccccc3)CC2)cc1
[35] C=CCN1C(=O)C(Cc2ccc(OCC)cc2)S/C1=N\N=C\c1cccs1 (stereo not drawn)
[36] CC(Sc1nnc(-c2ccccc2F)n1N)C(=O)NCC1CCCO1 (stereo not drawn)
Compound	31	32	33	34	35	36
CTSL1 counter	2	-25	1	-4	2	1
TPT1 inhibitor	-1	1	2	-1	-5	-1
GASC-1 inh	-4	0	-7	19	-2	0
CR mimetic SO	96	121	106	80	98	96
PP5 primary	3.3	3.4	3.8	1.0	2.5	-2.4
PP1 counter	2	-4	-1	-1	0	-4
HCV core dimer	0	0	6	6	10	-6
EBNA-1 inhibitor	-7	-4	3	-2	5	-12
ZTA DNA inh	6	9	5	-8	2	-4

# Values by screen from above:
# Entries 3–14 in GASC-1 inh read 4, 3, 2, -4, 69, -2, 1, -10, -15&-168, -28, 20, 8
# Entries 3–14 in EBNA-1 inhibitor read 1, 0, -6, 4, 5, -20, 4, -9, 3, -1, -7, -2

# Other compounds.
[37] O=C(NCC(c1ccco1)N1CCCC1)c1cccc(S(=O)(=O)Nc2ccc(Br)cc2)c1 (stereo not drawn)
[38] CC1(C)CC(=O)C(CS(=O)(=O)c2ccccc2)=C(Cl)C1
[39] COc1cccc(CN(C)C(=O)Cc2ccc(OC)c(S(=O)(=O)N3CCOCC3)c2)c1
[40] COc1ccc(-n2nc(C(=O)NCC(=O)N3CCC(C)CC3)c3ccccc3c2=O)cc1
[41] Cc1ccc(C(=O)N2CCN(c3ccc(NC(=O)CSc4ccc(Cl)cc4)cc3)CC2)cc1
[42] O=C(NCCc1cccc(Cl)c1)c1cccc([N+](=O)[O-])c1
Compound	37	38	39	40	41	42
CTSL1 counter	-3	1	2	9	2	-2
TPT1 inhibitor	3	-4	0	-1	-4	-4
GASC-1 inh	5	-7	4	4	-1	-1
CR mimetic SO	109	97	98	89	98	106
PP5 primary	1.7	0.2	0.7	1.4	1.1	1.9
PP1 counter	0	0	-4	0	-2	2
HCV core dimer	-2	17	-2	3	16	-11
EBNA-1 inhibitor	0	10	7	-14	-2	0
ZTA DNA inh	3	2	-9	-6	3	-26

[43] Cc1ccc(NC(=O)C[n+]2ccccc2)cc1[N+](=O)[O-]
[44] COc1cccc(NC(=O)N(CCCN2CCOCC2)C(C)c2cc3cccc(OC)c3o2)c1 (stereo not drawn)
[45] O=C(CCCNS(=O)(=O)c1cccc2nsnc12)NCc1ccc(Cl)cc1
[46] CCCCOC(=O)/C(=C/c1cn(C)c2ccccc12)NC(=O)c1ccc(OC)cc1
[47] CCCNc1cc(C)oc(=O)c1C(=O)CCC
[48] Clc1cnc2nc(SC/C=C/c3ccccc3)[nH]c2c1
Compound	43	44	45	46	47	48
CTSL1 counter	0	-3	0	8	4	2
TPT1 inhibitor	-2	1	-2	-1	0	-2
GASC-1 inh	-2	-1&-10	12	5	-1	4
CR mimetic SO	96	100	101	102	102	92
PP5 primary	-0.3	3.8	2.5	2.3	2.3	6.8
PP1 counter	-3	-2	1	0	0	0
HCV core dimer	0	5	3	15	1	1
EBNA-1 inhibitor	2	-12	2	14	-3	2
ZTA DNA inh	1	-10	7	7	-5	11

# Compounds listed so far with an aryl thioether with sulfur outside any ring, in the order listed:
[5] COc1ccc(C(=O)NCCc2nnc(SCC(=O)Nc3ccccc3C(C)C)n2C)cc1
[18] Cc1csc(NC(=O)CSc2[nH]c(=O)ncc2C)n1
[24] CC(Sc1nnc(-c2ccco2)n1-c1ccccc1)C(=O)NCC1CCCO1 (stereo not drawn)
[26] O=C(O)c1cccnc1SCc1ccc([N+](=O)[O-])cc1
[28] COc1ccccc1NC(=O)CSc1nnc(-c2ccccn2)n1Cc1ccco1
[32] CC(C)c1ccc(NC(=O)COC(=O)CSc2nnc(N)s2)cc1
[36] CC(Sc1nnc(-c2ccccc2F)n1N)C(=O)NCC1CCCO1 (stereo not drawn)
[41] Cc1ccc(C(=O)N2CCN(c3ccc(NC(=O)CSc4ccc(Cl)cc4)cc3)CC2)cc1
Compound	5	18	24	26	28	32	36	41
CTSL1 counter	-3	-2	·	-5	2	-25	1	2
TPT1 inhibitor	2	-2	·	-1	-1	1	-1	-4
GASC-1 inh	2	-3	-46	-6	7	0	0	-1
CR mimetic SO	97	82	84	148	89	121	96	98
PP5 primary	2.5	1.7	-0.9	-2.7	3.7	3.4	-2.4	1.1
PP1 counter	-4	-1	1	-3	1	-4	-4	-2
HCV core dimer	-3	0	·	0	-1	0	-6	16
EBNA-1 inhibitor	-6	-2	·	7	6	-4	-12	-2
ZTA DNA inh	-9	-25	-1	20	9	9	-4	3

[48] Clc1cnc2nc(SC/C=C/c3ccccc3)[nH]c2c1
Compound	48
CTSL1 counter	2
TPT1 inhibitor	-2
GASC-1 inh	4
CR mimetic SO	92
PP5 primary	6.8
PP1 counter	0
HCV core dimer	1
EBNA-1 inhibitor	2
ZTA DNA inh	11

# Source: PubChem BioAssay (several laboratories)
